D2 PAM: positively modulates the human D2 dopamine receptor allosterically; HEK293 T-REx D2, calcium flux, EC20 dopamine potentiation; 340,000 compounds, 0.34% hits; P14416; potentiation, % at 10 µM;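 active = potentiation over 3 SD above the plate norm, cut at about 30% in these data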; note: 0% is about no effect
Target sequence (P14416 whole entry, looked up): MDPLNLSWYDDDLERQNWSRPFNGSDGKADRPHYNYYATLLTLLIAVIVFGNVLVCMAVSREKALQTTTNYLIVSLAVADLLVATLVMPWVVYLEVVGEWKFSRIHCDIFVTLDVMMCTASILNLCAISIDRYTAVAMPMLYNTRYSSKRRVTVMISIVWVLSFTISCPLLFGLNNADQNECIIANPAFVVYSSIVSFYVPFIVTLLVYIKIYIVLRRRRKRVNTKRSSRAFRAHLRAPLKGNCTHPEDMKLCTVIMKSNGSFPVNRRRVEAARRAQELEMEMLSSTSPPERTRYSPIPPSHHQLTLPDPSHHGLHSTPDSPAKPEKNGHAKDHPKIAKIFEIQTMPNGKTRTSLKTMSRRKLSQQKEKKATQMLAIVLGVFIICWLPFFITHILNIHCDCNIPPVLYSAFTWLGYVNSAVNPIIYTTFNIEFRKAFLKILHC
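Potentiation of an EC20 dopamine calcium response measured kinetically over 180 s, after a preceding 180 s compound-only read flagging agonists. Cells: inducible Hek293 Trex D2 line, 4000/well, cultured overnight at 30 C before dye loading.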
D1 agonist: human D1 receptor agonism. HEK293 T-REx D1 cells, calcium flux, agonist mode. 360,000 compounds, 1% hits. P21728. activation, % at 2 µM; in the data active = activation above about 30%; note: 0% is about no effect
Target sequence (P21728 whole entry, looked up): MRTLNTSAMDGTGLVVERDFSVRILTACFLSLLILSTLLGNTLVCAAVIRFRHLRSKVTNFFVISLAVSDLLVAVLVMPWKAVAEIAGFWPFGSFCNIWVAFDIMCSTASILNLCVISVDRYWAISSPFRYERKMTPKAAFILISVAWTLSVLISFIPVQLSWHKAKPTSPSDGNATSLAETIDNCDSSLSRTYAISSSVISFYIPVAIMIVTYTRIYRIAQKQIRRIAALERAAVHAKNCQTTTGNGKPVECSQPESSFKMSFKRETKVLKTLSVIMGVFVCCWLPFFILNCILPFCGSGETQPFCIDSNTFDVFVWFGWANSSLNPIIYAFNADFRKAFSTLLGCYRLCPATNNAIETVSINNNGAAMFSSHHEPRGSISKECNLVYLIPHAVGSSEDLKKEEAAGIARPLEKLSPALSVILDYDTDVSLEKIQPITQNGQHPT
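Tetracycline-induced HEK293 TREx D1 cells, force-coupled to calcium signalling, were dye-loaded with a no-wash calcium kit. Compound was pin-added after a 10 s baseline. Fluorescence was read kinetically at 1 cycle/s for 180 s, with calcium rises flagged as agonism.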
RXFP1 antagonist: blocks the human relaxin receptor RXFP1; Q9HBX9; HEK293-RXFP1, relaxin-stimulated cAMP HTRF, 30 min; stronger effect = lower value; activity change, negative = inhibition, % at 57.5 µM; 350,000 compounds, 0.59% hits; AID 1259400;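 active = activity change of -60% or lower, but not beyond a set lower limit; inconclusive = change between -60% and -40%, or beyond the set limit; inactive = change above -40%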; note: % is set by controls: 0 for no effect and ±100 for the full control effect
RXFP1 ag: activates the human relaxin receptor RXFP1 | Q9HBX9 | HEK293T-RXFP1 cAMP TR-FRET, 30 min; response scale: percent of porcine relaxin response, buffer zero | Potency, µM (doses to about 57.5 µM), for inactives: top-dose activation, usual class: activators | 370,000 compounds, 0.3% hits | AID 2676; note: potency is the fitted concentration of half-maximal effect; % is set by controls: 0 for no effect and ±100 for the full control effect; nearly all actives have a fitted effect of over 60% in size; many of its hits are not listed in these tables
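cAMP rise read by TR-FRET after 30 min, 37C compound exposure (up to 58 uM) in RXFP1-transfected HEK293 cells with Ro 20174 present. EC50 from Hill-equation fits, with 29 nM porcine relaxin as 100% and buffer as basal.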
TRHR enhancer: TRH receptor (human) allosteric enhancement; P34981; TRHR cells, fluo-8 calcium fluorescence, EC20 TRH enhancement; enhancement, % at 2 µM; 360,000 compounds, 0.66% hits; in the data active = enhancement above about 30%; note: 0% is about no effect
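Enhancer read-out: after compound pinning and an initial kinetic agonist-mode read, an EC20 of TRH (10 nM final) was injected and fluo-8 calcium signal (Ex 480/Em 530) followed at 1 s/cycle for 100 cycles in TRHR-expressing cells.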
Anesthetic bind: binds horse apoferritin like a general anesthetic. 350,000 compounds, 0.074% hits. Potency, µM (highest dose often 77.5 µM), without a hit: at the top dose activity change, negative = displacement, actives largely listed as inhibitors. apoferritin/1-aminoanthracene competitive binding, fluorescence. P02791; note: potency is the fitted concentration of half-maximal effect; % is set by controls: 0 for no effect and ±100 for the full control effect; nearly all actives have a fitted effect of over 20% in size
Target sequence (P02791 2-175 limits assumed): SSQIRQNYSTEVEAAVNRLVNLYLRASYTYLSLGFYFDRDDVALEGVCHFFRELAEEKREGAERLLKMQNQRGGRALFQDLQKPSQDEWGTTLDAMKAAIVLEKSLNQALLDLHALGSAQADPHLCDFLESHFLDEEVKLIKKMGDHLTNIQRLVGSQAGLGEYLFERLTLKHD
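10 uM apoferritin + 50% sat. 1-AMA, PBS; cpd 10 min RT; Ex380/Em535 endpoint; normalized to free probe vs complex; 4-param Hill fit; propofol titration as pos. ctrl.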
D1 potentiator: potentiators of human D1 dopamine receptor; HEK293 TREx D1 cells, calcium flux, dopamine EC20 potentiation; potentiation, % at 10 µM; 360,000 compounds, 0.036% hits; AID 504651; in the data active = potentiation above about 30%; note: 0% is about no effect
D1 antagonist: blocks dopamine activation of the human D1 receptor. P21728. HEK293 TREx D1 cells, calcium flux, dopamine EC80; stronger effect = lower value. activity change, negative = inhibition, % at 10 µM. 360,000 compounds, 3.2% hits. AID 504652; in the data active = activity change below about -30%; note: % is set by controls: 0 for no effect and ±100 for the full control effect
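Using tetracycline-induced force-coupled D1 Hek293 cells and a calcium dye, signals were followed for 180 s after compound, then for 180 s after EC80 dopamine, to detect inhibitors.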
TRHR agonist: activates the human TRH receptor; P34981; TRHR cells, calcium flux fluo-8, FDSS agonist mode; activation, % at 2 µM; 360,000 compounds, 0.18% hits; in the data active = activation above about 30%; note: 0% is about no effect
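TRHR-expressing cells, plated overnight in medium with 10% serum, were loaded with fluo-8 calcium dye at room temperature. After a 10 s baseline, library compound was pin-added and calcium release was recorded kinetically (ex 480/em 530) as agonist response.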
The depositor's hits bear a star; ? = inconclusive; · = no result given; & = joins results of further samples; [ ] = another dose, or the depositor's remark. Unless noted, calls come from the whole dose curve; as a rule, active = well fitted curve in the direction sought with a large enough effect; inconclusive = small, poorly fitted or top-dose-only effect, or another doubt; inactive = no such curve, though single readings can be large; an effect the other way counts as inactive or inconclusive. This is a subset; rates above refer to the full screens.

SMILES	D2 PAM	D1 agonist	RXFP1 antagonist	RXFP1 ag	TRHR enhancer	Anesthetic bind	D1 potentiator	D1 antagonist	TRHR agonist
CC(=O)Nc1ccc(NC(=O)CSc2ncc(C(=O)Nc3ccc(F)cc3)c(=O)n2C)cc1	7	5	-18	1.8%	11	·	-2	-1	0.6
CN(C)c1ccc(C(CNC(=O)c2ccccc2F)c2c[nH]c3ccccc23)cc1 (stereo unspecified)	-19	0	-8	2.6%	-6	-14%	-5	-26	-0.3
Cc1ccccc1OCC(=O)NNC(=O)CCc1ccccc1	-4	1	-1	1.7%	32*	-5%	1	6	-0.5
CN(C)N1C(N)=C(C#N)C(c2ccccc2F)C2=C1CC(C)(C)CC2=O (stereo unspecified)	1	0	2	4.9%	1	-9%	0	-4	-1.7
CCNC(=O)CSc1nc2cc([N+](=O)[O-])ccc2n1-c1cccc(C(F)(F)F)c1	-10	0	-8	-0.3%	7	1%	-4	9	-0.9
CCC1(CC)Cc2ccccc2-c2nc(CN(C)C)[nH]c(=O)c21	-20	0	-17	1.6%	0	-4%	4	3	0.4
NC(=O)C1CCN(CC(=O)Nc2cc(S(=O)(=O)N3CCOCC3)ccc2N2CCCC2)CC1	1	0	6	4.3%	4	·	-2	11	0.7
COc1ccc(NS(=O)(=O)c2cccc(C(=O)N/N=C/c3cccs3)c2)cc1	8	7	·	0.4%	-6	?	1	-8	0.8
Cc1cc(N(CCO)CCO)ccc1C(c1ccc(N(CCO)CCO)cc1C)c1ccccc1Cl	5	1	-34	-0.5%	1	0%	6	20	0.1
COc1cccc2cc(S(=O)(=O)c3ccc(F)c(C)c3)c(=O)oc12	0	2	·	-0.4%	-2	-11%	-2	-5	-0.1
CCOC(=O)c1nccnc1C(=O)Nc1cccc(C(F)(F)F)c1	-16	2	-12	2.0%	1	-2%	-7	6	-0.1
O=P(CCC(F)(F)F)(CCC(F)(F)F)CCC(F)(F)F	9	1	-13	6.8%	7	-4%	-2	13	0.9
CCN(CC)CCCNc1nc2ccccc2c2nc(-c3ccncc3)nn12	-7	2	2	8.9%	-4	6%	-2	-3	0.5
O=C(NCCc1ccccc1)C1CC(=O)N(C2CCCCCC2)C1 (stereo unspecified)	0	0	10	0.2%	7	-11%	0	-1	0.1
Cc1cc(Nc2ccc(F)cc2F)nc(-n2nc(C)cc2C)n1	-7	1	-5	1.9%	-5	1%	1	-23	0.1
CC1(C)Cc2nc3sc4c(N(CCO)CCO)ncnc4c3cc2CO1	13	2	7	3.6%	1	3%	0	-6	0.2
CCOC(=O)c1c(NC(NC(C)=O)C(Cl)(Cl)Cl)sc2c1CCCC2 (stereo unspecified)	5	4	-68*	-0.8%	1	-4%	-5	-2	-0.8
CCS(=O)(=O)c1ncc(Cl)c(C(=O)Nc2ccccc2OC)n1	14	5	1	-0.6%	2	-5%	-2	-25	-1.0
CCCCn1c(SCC(=O)Nc2ccc3c(c2)OCCO3)nnc1C(CC)N(C)C (stereo unspecified)	17	3	-2	-0.3%	-6	·	-5	14	-0.5
CCCSC1=N/C(=C\c2ccsc2)C(=O)S1	-3	3	-10	-3.1%	6	-19%	-1	-17	-0.1
Cn1c(-c2ccc3c(c2)OCO3)c(C(=O)O)c(=O)c2ccccc21	0	3	1	0.8%	3	-6%	-8	7	0.3
COc1ccc(-c2nc(C(N)=O)c3[nH]c(=O)n(-c4cccc(Cl)c4)c3n2)cc1OC	·	1	·	-0.5%	-7	-10%	1	18	0.7
Cc1ccc(OCCOCCOc2ccc(Br)cc2/C=N\NC(=O)c2ccncc2)cc1	-1	0	4	-0.8%	11	?	1	-16	-0.8
COc1ccc(CN(C)C(=O)c2cc(S(=O)(=O)N3CCCCCC3)ccc2OC)cc1OC	7	3	-9	-1.0%	-1	-8%	-3	0	0.4
O=C(NCC1CCCO1)c1ccc(NS(=O)(=O)c2cccs2)cc1 (stereo unspecified)	4	1	30	0.0%	-2	-3%	-4	2	0.2

The listing continues.
SMILES	D2 PAM	D1 agonist	RXFP1 antagonist	RXFP1 ag	TRHR enhancer	Anesthetic bind	D1 potentiator	D1 antagonist	TRHR agonist
CC(C(=O)O)n1ncc2ccccc2c1=O (stereo unspecified)	0	1	-3	-3.0%	7	-8%	-2	20	1.1
O=C(CCn1ccc2ccccc21)Nc1ccc(N2CCOCC2)cc1	2	2	-3	2.5%	-6	-19%	-3	-6	0.3
Cc1ccoc1C(=O)N1CCN(C(=O)c2occc2C)CC1	5	2	-13	-1.1%	3	10%	-5	-1	0.7
O=C(OCc1cn(-c2ccc(Cl)cc2)nn1)c1ccccc1	21	3	-9	1.3%	-3	-17%	1	8	0.2
CN(Cc1ccc(Cl)s1)C(=O)CSc1nnc(C2CC2)n1C1CC1	-2	0	-10	-1.1%	-5	·	-7	-3	-0.9
CCOc1cccc(N2C(=O)CC(NNC(=O)c3ccc(Br)o3)C2=O)c1 (stereo unspecified)	10	7	-11	1.1%	5	-6%	1	6	-0.9
C=CCNCCOc1cccc(Br)c1	·	13	-3	-1.4%	15	-2%	-3	-30	1.7
CN(C)S(=O)(=O)c1ccc(NC(=O)COC(=O)C2CC3CCCC(C2)C3=O)cc1 (stereo unspecified)	-2	5	2	0.2%	2	6%	-5	-8	0.8
COCCCN(CC(=O)Nc1ccc(N2CCOCC2)cc1)S(=O)(=O)c1ccc(C)cc1	-2	3	-11	-1.2%	-3	-9%	-11	-10	-0.1
CCOc1ccccc1NC(=O)Cc1noc2ccc(C)cc12	6	-1	-15	-1.2%	-7	?	-5	-6	0.1
c1ccc(Cn2c(CNc3nc4ccccc4n3CCN3CCCCC3)nc3ccccc32)cc1	-15	0	-30	0.9%	-8	-14%	8	10	0.1
Cc1cc(C)cc(NC(=O)N2CCCN(Cc3c(F)cccc3Cl)CC2)c1	-16	0	?	0.9%	-8	-13%	-4	2	0.0
CCOC(=O)c1c(CSC(=N)N)n(-c2ccc(Br)cc2)c2cc(Br)c(OC(C)=O)cc12	-3	40*	-14	-0.4%	0	-20%	9	2	2.1
CC1=C(C(=O)Nc2ccc(C(=O)N3CCN(c4ccccc4F)CC3)cc2)SCCO1	4	1	10	3.1%	4	-10%	-6	-16	-1.0
COc1ccc(-n2c(Cc3cccn3C)nnc2SCC(=O)Nc2cc(Cl)ccc2OC)cc1	-11	5	·	0.0%	-2	5%	8	-6	1.4
O=C(Cn1nnc(-c2ccccc2)n1)NCc1ccccc1	1	1	17	1.2%	-5	-8%	-2	-5	-0.3
COCC(C)n1c(C)cc(C(=O)CSc2nnc(Nc3ccccc3F)s2)c1C (stereo unspecified)	-4	0	15	-3.4%	8	-7%	-3	-11	-0.1
COCCN1CCn2c(nc3cc(NC(=O)Cn4nc(C)c5ccccc5c4=O)ccc32)C1	-10	3	-15	4.8%	3	2%	-2	-3	0.0
Cc1c(NC(=O)CS(=O)(=O)c2ccccc2)c(=O)n(-c2ccccc2)n1C	3	1	-6	-0.6%	-2	-2%	1	1	0.4
Cc1ccc(C(=O)Nn2cnnc2)cc1	-3	0	2	1.1%	1	2%	-4	0	0.8
CC(NC(=O)CS(=O)(=O)c1ccccc1)c1ccccc1 (stereo unspecified)	2	2	8	2.3%	6	-3%	-2	-12	-0.4
Cc1ccc[n+](-c2nc([O-])sc2/C=N/Nc2ccc([N+](=O)[O-])cc2)c1	-14	1	-23	2.6%	-7	-11%	-12	10	0.1
CN(Cc1ccco1)C(=O)c1ccc(S(=O)(=O)N2CCCCCC2)cc1	-3	0	6	0.9%	4	·	-2	-18	-0.4
Cc1nnc(-c2cccc(Br)c2)c2cn(-c3ccccc3)nc12	·	2	8	-0.4%	0	-12%	-5	2	-0.1
CC(=O)NC(c1ccco1)c1cc(F)c2cccnc2c1O (stereo unspecified)	·	0&-3	·	-0.7%&2.7%	-11&0	·	-9&0	-15	-0.1&-0.1

Other results follow.
SMILES	D2 PAM	D1 agonist	RXFP1 antagonist	RXFP1 ag	TRHR enhancer	Anesthetic bind	D1 potentiator	D1 antagonist	TRHR agonist
O=C(COc1ccccc1)Nc1nc(-c2ccc(S(=O)(=O)N3CCOCC3)cc2)cs1	-4	5	11	2.5%	8	-3%	0	2	0.4
Cc1ccc(NC(=O)c2ccc(N3CCCC3=O)cc2)cc1S(=O)(=O)N1CCCCC1	19	1	9	14%	2	·	-7	4	0.8
CCNc1sc(C(=O)c2cccs2)c(N)c1C#N	9	0	7	2.1%	1	56%[activator]	-2	2	-1.3
Cn1c(N)cc(-c2ccc(F)cc2)c(C#N)c1=O	1	4	-4	-0.6%	-9	1%	-6	-8	0.2
O=C(NCc1cccc(F)c1)c1cccc(OC2CCN(C(=O)C3CC3)CC2)c1	3	6	0	-2.2%	-2	-10%	-2	-8	0.1
NC(=O)NC(=O)COC(=O)CCCSc1nc2ccccc2s1	-3	1	2	-0.4%	-3	-2%	-1	-2	-1.1
CC(Cc1cccs1)NC(=O)NC1CCCCC1 (stereo unspecified)	2	0	-10	1.0%	5	?	-4	1	0.0
CCc1ccc(OCC(=O)OC(C)C(=O)NC2CC2)cc1 (stereo unspecified)	-2	6	6	0.1%	-3	-17%	-3	-5	-1.2
O=C1c2ccccc2NC(c2ccc([N+](=O)[O-])cc2)N1O (stereo unspecified)	15	6	-19	-0.2%	6	-12%	-5	-25	-0.6
O=C(CSc1cccc2cccnc12)N/N=C/c1ccc(F)cc1	-7	2	-13	-0.1%	5	-12%	-9	-50*	-1.0
O=[N+]([O-])c1ccc(N2CCC(=NOCc3ccc(Cl)cc3)CC2)cc1	-7	19	14	1.6%	-12	-22%	-3	-29	2.4
Cc1ccc2nc3c(c(Nc4ccc(O)cc4)c2c1)CCC3	11	4	-8	0.3%	4	-15%	-11	2	-1.3

Sorted by the number under D1 antagonist (ascending): three of the compounds above
Molecule,D2 PAM,D1 agonist,RXFP1 antagonist,RXFP1 ag,TRHR enhancer,D1 potentiator,D1 antagonist,TRHR agonist
O=C(CSc1cccc2cccnc12)N/N=C/c1ccc(F)cc1,-7,2,-13,-0.1%,5,-9,-50*,-1.0
Cc1cc(Nc2ccc(F)cc2F)nc(-n2nc(C)cc2C)n1,-7,1,-5,1.9%,-5,1,-23,0.1
Cc1ccc2nc3c(c(Nc4ccc(O)cc4)c2c1)CCC3,11,4,-8,0.3%,4,-11,2,-1.3

Assay outcomes: PubChem BioAssay, National Center for Advancing Translational Sciences (NCATS)
